Assay outcomes deposited in PubChem by several laboratories.
TRPC4 block: inhibitors of mouse TRPC4 channel | AID 2247 | hit rate 0.39% among 300,000 | B-score at 10 µM | HEK293 TRPC4beta/mu-opioid, DAMGO-evoked Fluo4 calcium flux; stronger effect = lower value;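 active means B-score over 3 SD under the library average, no early fluorescence shift, positive overall ratio signal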
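System: stable TRPC4beta/mu-opioid receptor HEK293 cells; Dosing: single-point compound dosing; Measured by: Fluo4 Ca2+ flux fluorescence; Read-out basis: per-well B score of integrated baseline-normalized Fluo4 ratio.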
SKKanGAS inh: blocks kanamycin growth of S. pyogenes SKKanGAS strain; hit rate 1.3% among 300,000; inhibition, % at 7.5 µM; BacTiter-Glo, 6 h;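 active means mean replicate score, as percent of positive control median, at least 50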;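 further: strain carries kanamycin resistance gene driven by streptokinase promoter and grows in 40 µg/ml kanamycin; loss of luminescence reflects streptokinase promoter inhibition or plain growth inhibition; 0% = median of DMSO wells and 100% = positive control at its reference dose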
ANO1 block: blocks the mouse calcium-activated chloride channel TMEM16A; hit rate 1.2% among 310,000; normalized B-score (activity score, 25-100; higher = stronger inhibition) at 10 µM; HEK293 TMEM16A/YFP iodide influx fluorescence, ionomycin; Q8BHY3;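 active means ratio plate-corrected score three or more library SD toward inhibition, starting fluorescence score within five deviations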;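 further: score derived from kinetic fluorescence span divided by baseline fluorescence per well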
MrgX1 antagonist: human MrgX1 receptor antagonism, primary screen | hit rate 1.3% among 310,000 | MRGX1-HEK293 calcium flux, Fluo-4, BAM8-22 antagonism; stronger effect = lower value | AID 588676 | B-score at 10 µM | Q96LB2;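 active means calcium-response B-score plate-corrected more than 3 library SD below zero, starting fluorescence within 5 deviations, no agonist response on first addition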;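 further: peak minus trough fluorescence over baseline after final BAM8-22 challenge near maximal dose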
TRPC4 potent: allosteric potentiators of mouse TRPC4 channel. Q9QUQ5. HEK293 TRPC4beta/mu-opioid, DAMGO EC20, Fluo-4 Ca2+ flux; stronger effect = higher value. B-score at 10 µM. hit rate 0.42% among 310,000. AID 2227;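 active means B-score of calcium response area above 5 SD of library B-scores, with initial fluorescence ratio within 5 SD of library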;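 further: B-score of integrated fluorescence ratio over time as area under calcium response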
TRPC4 act: TRPC4 (mouse) channel activation; hit rate 0.49% among 310,000; HEK293 TRPC4beta/mu-opioid, Fluo4 calcium fluorescence; stronger effect = higher value; B-score at 10 µM; AID 2237;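 active means B-score above 5 SD of library B-scores, and initial fluorescence ratio not above library mean plus 5 SD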;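 further: positive B-score marks a calcium rise read as TRPC4 activation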
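system = HEK293 cells stably co-expressing mouse TRPC4beta and mu-opioid receptor | schedule = Fluo4 dye loading 45 min at room temperature, 110 s recording | measure = B-scored integrated calcium fluorescence ratio | signal = Fluo4 calcium-sensitive dye fluorescence, kinetic, 1 Hz baseline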
TRPC6 activator: activators of mouse TRPC6 channel; AID 2550; Q61143; hit rate 0.13% among 310,000; HEK293-TRPC6 membrane potential dye fluorescence; stronger effect = higher value; B-score at 10 µM;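 active means B-score of the integrated fluorescence ratio above library mean plus 3 SD, and starting fluorescence ratio within library mean plus 5 SD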;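 further: higher score means more depolarization so channel activation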
Target sequence (Q61143 whole entry, looked up): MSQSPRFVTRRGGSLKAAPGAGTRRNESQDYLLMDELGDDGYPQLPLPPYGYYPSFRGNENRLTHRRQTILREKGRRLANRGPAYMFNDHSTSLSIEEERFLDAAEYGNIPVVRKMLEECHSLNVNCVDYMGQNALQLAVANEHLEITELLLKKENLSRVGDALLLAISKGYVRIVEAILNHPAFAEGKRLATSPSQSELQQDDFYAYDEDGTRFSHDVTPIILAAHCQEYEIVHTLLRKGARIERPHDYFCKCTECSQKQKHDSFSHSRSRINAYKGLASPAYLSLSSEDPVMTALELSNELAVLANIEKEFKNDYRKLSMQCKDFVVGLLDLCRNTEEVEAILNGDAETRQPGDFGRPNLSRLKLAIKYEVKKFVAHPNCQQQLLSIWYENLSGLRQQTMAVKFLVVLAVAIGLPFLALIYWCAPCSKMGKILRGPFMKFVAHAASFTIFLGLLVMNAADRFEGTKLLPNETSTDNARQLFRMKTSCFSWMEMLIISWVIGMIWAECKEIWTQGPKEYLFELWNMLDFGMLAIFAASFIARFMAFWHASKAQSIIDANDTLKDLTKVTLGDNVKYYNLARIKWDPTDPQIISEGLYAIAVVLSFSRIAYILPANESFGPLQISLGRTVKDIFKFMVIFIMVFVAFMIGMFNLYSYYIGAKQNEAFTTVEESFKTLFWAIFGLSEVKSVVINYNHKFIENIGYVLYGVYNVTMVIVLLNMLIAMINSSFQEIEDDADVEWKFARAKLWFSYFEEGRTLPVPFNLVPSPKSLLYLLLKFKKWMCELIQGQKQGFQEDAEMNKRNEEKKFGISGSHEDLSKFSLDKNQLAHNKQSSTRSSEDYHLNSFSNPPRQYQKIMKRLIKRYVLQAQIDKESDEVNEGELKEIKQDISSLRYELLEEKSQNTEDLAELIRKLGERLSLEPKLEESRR
TMEM16A act: mouse TMEM16A channel activation, primary screen; B-score at 10 µM; hit rate 0.3% among 340,000; HEK293 TMEM16A/YFP-H148Q/I152L, iodide quench fluorescence; stronger effect = lower value; AID 623877;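 active means fluorescence-ratio B-score plate-corrected deviation score at least 3 library SD below zero, with starting fluorescence score within 5 deviations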;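 further: channel opened by trigger with iodide after compound preincubation; score built on the fluorescence ratio of max minus min over baseline; more negative score means more quench and so TMEM16A activation or potentiation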
TRPC6 inh: blocks the mouse TRPC6 cation channel; Q61143; B-score at 10 µM; hit rate 1.1% among 310,000; HEK293-TRPC6, membrane potential dye, ACh-evoked depolarization; stronger effect = lower value;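 active means B-score under library mean minus 3 SD, initial fluorescence not abnormally high, positive integrated signal ratio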;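 further: B-score derived from integrated fluorescence ratio over the kinetic read; more negative B-score means stronger inhibition of depolarization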
MrgX1 allo act: human MrgX1 positive allosteric modulation, primary screen | MrgX1-HEK293, Fluo-4 calcium flux, FDSS; stronger effect = higher value | B-score at 10 µM | hit rate 0.63% among 310,000 | AID 588675;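 active means plate-corrected calcium response at least 3 library SD above typical, normal starting fluorescence, not activating the receptor alone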;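 further: compound read alongside a low EC10 to EC30 dose of BAM8-22 agonist; peak minus trough fluorescence over baseline measured at the second addition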
MrgX1 agonist: human MrgX1 receptor agonism, primary screen. hit rate 0.44% among 310,000. Q96LB2. B-score at 10 µM. MrgX1-HEK293 cells, Fluo-4 calcium fluorescence, agonist mode; stronger effect = higher value;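 active means calcium response B-score plate-corrected fluorescence ratio at least 3 library SD, with starting fluorescence B-score inside 5 SD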
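Material: MrgX1-expressing HEK293 cells / Dosing: compound as first of three additions / Incubation: overnight seeding, then 1 h dark dye loading / Signal: Fluo-4 NW calcium fluorescence / Evaluation: B-scored fluorescence response ratio / Benchmarks: positive and negative control wells on each plate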
* marks the source's active call; other numbers are inactive results; i = inactive; / = not tested or not shown. Only part of the results is shown; rates above refer to the full screens.

SMILES	TRPC4 block	SKKanGAS inh	ANO1 block	MrgX1 antagonist	TRPC4 potent	TRPC4 act	TRPC6 activator	TMEM16A act	TRPC6 inh	MrgX1 allo act	MrgX1 agonist
COc1ccccc1-n1c(-c2ccccc2)nc2ccccc2c1=O	i	8	/	/	i	i	i	i	i	/	/
COC(=O)C1=C(c2ccccc2)C[C@@H]2CC[C@H]1N2C(=O)NCc1cccc2ccccc12	i	2	i	i	i	i	i	i	i	i	i
Oc1ccccc1C1NCc2ccccc2-n2cccc21 (stereo not drawn)	i	-1	i	i	i	i	i	i	i	i	i
CC1(C)C2([N+](=O)[O-])CNCC1([N+](=O)[O-])CNC2	i	-8	i	i	i	i	i	i	i	i	i
C/C(O)=C(\C#N)C(=O)Nc1cc(Br)ccc1Br	/	/	i	i	/	/	/	i	/	i	i
CC(=O)OC1N=C(c2ccccc2)c2cc(Br)ccc2NC1=O (stereo not drawn)	i	-9	i	i	i	i	i	i	i	i	i
Nc1ccccc1-[n+]1c(-c2ccccc2)cc(-c2ccccc2)cc1-c1ccccc1	i	16	i	-7.3*	25*	i	i	-9*	i	i	i
CC(C)Oc1cccc(C(=O)C2CCCN(C3CCOCC3)C2)c1 (stereo not drawn)	i	1	i	i	i	i	i	i	i	i	i
COc1ccccc1N1CCN(Cc2cnc(-c3ccccc3)[nH]2)CC1	i	38	i	i	i	i	i	i	i	i	i
COC(=O)c1c(N)n(Cc2ccc(OC)cc2)c2nc3ccccc3nc12	/	/	i	i	/	/	/	i	/	i	i
CCC(=NCCc1ccccc1)c1c(O)[nH]c(=O)[nH]c1=O	i	3	i	i	i	i	i	i	i	i	i
O=CC(Cl)P(=O)(N1CCOCC1)N1CCOCC1 (stereo not drawn)	i	3	i	i	i	i	i	i	i	i	i
COc1ccccc1N=Nc1c(O)[nH]c(=S)[nH]c1=O	i	8	i	i	i	i	i	i	i	i	i
Clc1ccc(C[n+]2c(-c3ccccc3)cc(-c3ccccc3)cc2-c2ccccc2)cc1	i	1	25*	-6.9*	i	i	i	i	-5.2*	i	i
CSc1ncc(Cl)c(C(=O)O)n1	i	-2	i	i	i	i	i	i	i	i	i
CCOc1ccc(-n2c(O)c(C=Nc3ccc(NC(C)=O)cc3)c(=O)[nH]c2=O)cc1	i	-6	i	i	i	i	i	i	i	i	i
CCCC(=O)NC(Oc1ccc(Cl)cc1Cl)C(Cl)(Cl)Cl (stereo not drawn)	i	-9	i	i	i	i	i	i	i	i	i
Cc1cc(OCC(=O)N[C@@H](Cc2ccccc2)C(=O)O)c2c3c(c(=O)oc2c1)CCC3	i	5	i	i	i	i	i	i	i	i	i
COc1ccccc1CN1CCCC(C(=O)c2ccccc2OC)C1 (stereo not drawn)	i	-3	i	i	i	i	i	i	i	i	i
Cn1c(O)c(C=NC2CCN(Cc3ccccc3)CC2)c(=O)n(C)c1=O	i	-1	i	i	i	i	i	i	i	i	i
CCc1ccc(NC(=O)C(C)OC(=O)c2c(C)nn(Cc3ccccc3)c2Cl)cc1 (stereo not drawn)	i	-2	i	i	i	i	i	i	i	i	i
Cc1nn(Cc2ccccc2)c(C)c1C(=O)OCC(=O)Nc1cc(S(C)(=O)=O)ccc1Cl	i	-16	i	i	i	i	i	i	i	i	i
C=CCn1c(O)c(C=Nc2ccc(F)cc2)c(=O)[nH]c1=O	i	-2	i	i	i	i	i	i	i	i	i
CC(=O)C1C2c3ccccc3OC1(C)N=c1s/c(=C/c3cnn(C)c3)c(=O)n12 (stereo not drawn)	i	-9	i	i	i	i	i	i	i	i	i

By substructure: those above with bromine
SMILES	TRPC4 block	SKKanGAS inh	ANO1 block	MrgX1 antagonist	TRPC4 potent	TRPC4 act	TRPC6 activator	TMEM16A act	TRPC6 inh	MrgX1 allo act	MrgX1 agonist
C/C(O)=C(\C#N)C(=O)Nc1cc(Br)ccc1Br	/	/	i	i	/	/	/	i	/	i	i
CC(=O)OC1N=C(c2ccccc2)c2cc(Br)ccc2NC1=O (stereo not drawn)	i	-9	i	i	i	i	i	i	i	i	i

Remaining list, next part
SMILES	TRPC4 block	SKKanGAS inh	ANO1 block	MrgX1 antagonist	TRPC4 potent	TRPC4 act	TRPC6 activator	TMEM16A act	TRPC6 inh	MrgX1 allo act	MrgX1 agonist
CCCN(CCC)[C@@H]1CCc2cccc(O)c2C1	i	-3	i	i	i	i	i	i	i	i	i
CC(C)OC(=O)c1c(N)n(Cc2ccco2)c2nc3ccccc3nc12	i	9	i	i	i	i	i	i	i	i	i
NCCc1ccccc1	i	-1	i	i	i	i	i	i	i	i	i
CC(C)(C)P(=O)(N1CCOCC1)N1CCOCC1	i	-2	i	i	i	i	i	i	i	i	i
CCN1CCN(Cc2cc(Br)ccc2O)CC1	i	-1	i	i	23*	i	i	i	i	i	i
CC(=O)Nc1ccc(C(c2c(O)c3ccccc3oc2=O)c2c(C)n(C)n(-c3ccccc3)c2=O)cc1 (stereo not drawn)	i	9	i	i	i	i	i	i	i	i	i
CC(C)N1CCN(Cc2cc3c(cc2Cl)OCO3)CC1CCO (stereo not drawn)	i	-7	i	i	i	i	i	i	i	i	i
O=C(Nc1nccs1)c1c(O)c2c(n(Cc3ccco3)c1=O)CCCC2	i	55*	i	i	i	i	i	i	i	i	i
CCN(CC)C1=NC(=[N+](CC)CC)c2ccccc21	i	-5	i	i	i	i	i	i	i	i	i
Fc1ccc(Cn2nnnc2C(c2ccc(F)cc2)N2CC=C(c3ccc(F)cc3)CC2)cc1 (stereo not drawn)	i	-10	i	i	i	i	i	i	i	i	i
CC(C)C12CN3CCN(CC(C3)/C1=N\O)C2	i	-4	i	i	i	i	i	i	i	i	i
C=CCn1c(O)c(C(CC)=NCCc2ccccc2)c(=O)[nH]c1=O	i	4	i	i	i	i	i	i	i	i	i
Cc1c(C(c2ccc(Br)cc2)c2c(O)c3ccccc3oc2=O)c(=O)n(-c2ccccc2)n1C (stereo not drawn)	i	9	i	i	i	i	i	i	i	i	i
O=C(c1cccnc1)C1CCCN(Cc2nc(-c3cnccn3)no2)C1 (stereo not drawn)	i	-1	i	i	i	i	i	i	i	i	i
COc1cc(OC)c(OC)cc1CN1CCN(C(=O)COc2ccc3ccccc3c2)CC1	i	2	i	i	i	i	i	i	i	i	i
OC1(CN2CCOCC2)C2CC3CC(C2)CC1C3 (stereo not drawn)	i	-3	i	i	i	i	i	i	i	i	i
COc1ccc(OCC#CCN2CCNCC2)cc1	i	1	i	i	i	i	i	i	i	i	i
Nc1ccc([As](=O)(O)O)cc1	i	0	i	-6*	i	i	i	i	i	i	i
O=c1c2ccccc2nc(-c2ccccc2)n1-c1cccnc1	i	4	i	i	i	i	i	i	i	i	i
CCc1c(C)nc(N)nc1N1N=C1SC(C(C)=O)C(C)=O	i	6	i	i	i	i	i	i	i	i	i
Cn1c(O)c(N=Nc2ccc(S(=O)(=O)N3CCOCC3)cc2)c(=O)n(C)c1=O	i	10	i	i	i	i	i	i	i	i	i
CC(C)Nc1nc(Cl)nc(NC(C)C)n1	i	-3	i	i	i	i	i	i	i	i	i
Nc1c(C(=O)OCC2CCCO2)c2nc3ccccc3nc2n1Cc1cccs1 (stereo not drawn)	i	11	i	i	i	i	i	i	i	i	i
CCN1CCN(c2nc3ccccc3s2)CC1	i	7	i	i	i	i	i	i	i	i	i

Reformatted as comma-separated lines: entries from further up
structure,TRPC4 block,SKKanGAS inh,ANO1 block,MrgX1 antagonist,TRPC4 potent,TRPC4 act,TRPC6 activator,TMEM16A act,TRPC6 inh,MrgX1 allo act,MrgX1 agonist
COc1cc(OC)c(OC)cc1CN1CCN(C(=O)COc2ccc3ccccc3c2)CC1,i,2,i,i,i,i,i,i,i,i,i
Nc1c(C(=O)OCC2CCCO2)c2nc3ccccc3nc2n1Cc1cccs1 (stereo not drawn),i,11,i,i,i,i,i,i,i,i,i
CCc1c(C)nc(N)nc1N1N=C1SC(C(C)=O)C(C)=O,i,6,i,i,i,i,i,i,i,i,i
O=C(c1cccnc1)C1CCCN(Cc2nc(-c3cnccn3)no2)C1 (stereo not drawn),i,-1,i,i,i,i,i,i,i,i,i
O=c1c2ccccc2nc(-c2ccccc2)n1-c1cccnc1,i,4,i,i,i,i,i,i,i,i,i
Cc1c(C(c2ccc(Br)cc2)c2c(O)c3ccccc3oc2=O)c(=O)n(-c2ccccc2)n1C (stereo not drawn),i,9,i,i,i,i,i,i,i,i,i

Next part
SMILES	TRPC4 block	SKKanGAS inh	ANO1 block	MrgX1 antagonist	TRPC4 potent	TRPC4 act	TRPC6 activator	TMEM16A act	TRPC6 inh	MrgX1 allo act	MrgX1 agonist
CC(=O)c1ccc(NC2=NCCCS2)cc1	i	-1	i	i	i	i	i	i	i	i	i
O=[N+]([O-])c1cc(Cl)c(O)c(-[n+]2c(-c3ccccc3)cc(-c3ccccc3)cc2-c2ccccc2)c1	i	4	i	i	i	i	i	i	i	i	i
O=C(N/N=C/c1c(O)n(CCC2=CCCCC2)c(=S)[nH]c1=O)c1ccccc1	i	97*	i	i	i	i	i	i	i	i	i
O=C1NC(c2cc3ccccc3nc2Cl)Nc2ccccc21 (stereo not drawn)	i	2	i	i	i	i	i	i	i	i	i
CC1(c2ccccc2)NCCN2C(=O)CSC21 (stereo not drawn)	i	3	i	i	i	i	i	i	i	i	i
O=C(Cn1cnc2sc3c(c2c1=O)CCCC3)NCCC(=O)N1CCC2(CC1)OCCO2	i	3	i	i	i	i	i	i	i	i	i
Oc1cc2c(cc1CN1CCN(c3ccccc3)CC1)CCC2	i	-4	i	i	i	i	i	i	i	i	i
C[N+]1(CCC(C(N)=O)(c2ccccc2)c2ccccc2)CCCCC1	i	0	i	i	i	i	i	/	-9.7*	i	i
CCCCC(=O)N/N=C/c1c(O)n(Cc2ccco2)c(=O)[nH]c1=O	i	-1	i	i	i	i	i	i	i	i	i
CCC(=NCc1cccnc1)c1c(O)n(-c2ccccc2)c(=O)[nH]c1=O	i	2	i	i	i	i	i	i	i	i	i
COc1ccc(NC(=O)C2C3CCC(O3)C2C(=O)O)c(OC)c1 (stereo not drawn)	i	-4	i	i	i	i	i	i	i	i	i
CCN1CCN(Cc2nc3ccc([N+](=O)[O-])cc3c(=O)n2-c2ccccc2F)CC1	i	4	i	i	i	i	i	i	i	i	i
